ERp5 inh = inhibitors of ERp5-driven insulin aggregation, primary screen, biochemical, turbidity, absorbance 650 nm, single point. Protein disulfide-isomerase A6 (Homo sapiens), Q15084. 90 min. inhibition, % at 9.99 µM. 350,000 compounds, 0.05% hits. AID 651711, 2012;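 active = mean replicate inhibition above about 25%, with every replicate also reaching it, limit read from the data, passing the limit was not always enough; inconclusive = only one of those two criteria met; inactive = neither criterion met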
Target sequence (Q15084 whole entry, looked up): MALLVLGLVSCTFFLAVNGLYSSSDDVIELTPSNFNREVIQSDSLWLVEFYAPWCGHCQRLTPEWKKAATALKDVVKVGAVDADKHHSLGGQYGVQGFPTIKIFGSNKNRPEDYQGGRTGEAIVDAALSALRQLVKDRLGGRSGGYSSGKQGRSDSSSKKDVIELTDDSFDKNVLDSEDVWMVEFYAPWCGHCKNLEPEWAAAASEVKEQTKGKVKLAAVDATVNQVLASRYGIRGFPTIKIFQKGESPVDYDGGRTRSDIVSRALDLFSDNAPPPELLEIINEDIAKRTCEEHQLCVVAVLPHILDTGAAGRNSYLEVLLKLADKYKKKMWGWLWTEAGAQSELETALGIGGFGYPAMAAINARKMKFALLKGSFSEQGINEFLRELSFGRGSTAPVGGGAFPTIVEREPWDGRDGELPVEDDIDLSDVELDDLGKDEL
F508del corr = F508del CFTR correction, initial screen, CFBE line, single point; CFBE cells, YFP halide quenching; stimulated with forskolin plus potentiator P3; % fluorescence drop versus neutral controls; activity (quench increase), % at 7.58 µM; 350,000 compounds, 0.36% hits; AID 720511, 2013;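 active = mean added fluorescence quench of at least 8% versus neutral control, with both replicates also reaching 8%; inconclusive = only one of the mean or replicate conditions met; inactive = mean below 8% and not both replicates reaching 8%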;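 also: cells transiently co-express mutant CFTR-F508del with the halide-sensitive YFP; corrector assay measuring rescue of mutant channel to the surface after 24 h compound exposure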
CASP6 VEID inh = human caspase-6 inhibitors, primary screen, biochemical, VEID-R110 fluorescence, single point, set 2 | P55212 | purified caspase-6, Z-VEID-R110 cleavage fluorescence | inhibition, % at 12.5 µM | 350,000 compounds, 0.53% hits | AID 686996, 2013;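 active = mean inhibition across replicates at least about 35%, with every replicate also reaching that limit, limit read from the data; inconclusive = only one of the two criteria met; inactive = neither criterion met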;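 also: 0% = median of neutral control wells and 100% = no fluorescence left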
Target sequence (P55212 24-179 limits assumed): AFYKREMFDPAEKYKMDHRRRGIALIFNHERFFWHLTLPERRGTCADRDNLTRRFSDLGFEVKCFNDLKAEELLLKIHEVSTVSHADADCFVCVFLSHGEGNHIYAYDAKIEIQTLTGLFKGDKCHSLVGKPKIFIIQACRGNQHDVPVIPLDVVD
Target sequence (P55212 194-293 limits assumed): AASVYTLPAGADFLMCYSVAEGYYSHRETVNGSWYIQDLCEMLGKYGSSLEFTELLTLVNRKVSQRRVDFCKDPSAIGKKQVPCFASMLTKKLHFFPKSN
ERAP1 inh = human ERAP1 aminopeptidase inhibitors, primary screen, biochemical, single point, plate reader. AID 652197, 2013. inhibition, % at 10.7 µM. 340,000 compounds, 0.15% hits. recombinant ERAP1, Leu-AMC fluorescence, 60 min. Endoplasmic reticulum aminopeptidase 1 (Homo sapiens), Q9NZ08;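 active = mean replicate inhibition of at least 30%, or all replicates individually reaching that 30% level; inactive = mean below 30% and not every replicate reaching it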;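 also: 0% = neutral control wells and 100% = L-leucinethiol positive control wells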
SIRT5 inh = SIRT5 desuccinylase inhibitors, primary screen, biochemical, fluorescence imaging, single point, set 5; inhibition, % at 15 µM; AID 652115, 2013; 330,000 compounds, 1.1% hits; Purified SirT5, succinyl-peptide AMC, trypsin-coupled fluorescence; in the data active = inhibition above about 15%; inconclusive = no clear call, values can overlap the other calls
Target sequence (Q9NXA8 whole entry, looked up): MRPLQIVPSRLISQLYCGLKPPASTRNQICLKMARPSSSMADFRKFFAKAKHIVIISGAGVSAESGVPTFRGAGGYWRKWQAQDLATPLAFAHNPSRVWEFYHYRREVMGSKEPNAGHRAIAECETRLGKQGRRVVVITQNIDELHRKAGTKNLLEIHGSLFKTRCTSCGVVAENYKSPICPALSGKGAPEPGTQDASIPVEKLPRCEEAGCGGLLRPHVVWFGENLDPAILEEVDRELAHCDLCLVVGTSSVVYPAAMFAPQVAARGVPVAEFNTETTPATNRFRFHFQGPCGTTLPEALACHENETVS
miR122 inh = miR-122 Renilla sensor signal increase in Huh7, primary screen, miR-122 inhibitor project, cell-based, single point, plate reader; Huh7 miR-122 Renilla luciferase sensor, 48 h; neutral wells = 0, positive control = 100; activation (reporter increase), % at 12.5 µM; 340,000 compounds, 0.3% hits;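 active = mean replicate activation score at least 90 and every replicate individually at or above 90; inconclusive = only one of the two criteria met; inactive = neither criterion met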;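 also: higher luciferase means less miR-122 activity so hits act as miR-122 inhibitors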
DENV2 CPE = inhibitors of DENV2 cytopathic effect, primary screen, cell-based, plate reader, single concentration | 350,000 compounds, 1.7% hits | DENV2-infected cells, cytopathic effect rescue | CPE inhibition, % at 9.99 µM | AID 651640, 2012; in the data active = CPE inhibition above about 20%, passing the limit was not always enough; inconclusive = no clear call, values can overlap the other calls; tested in BHK-21 cells;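 also: 0% = median of neutral control wells and 100% = median of positive control wells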
An asterisk follows results filed as active; ? = inconclusive; · = not tested or not shown; [ ] = another dose, or the depositor's remark.

No.	compound	ERp5 inh	F508del corr	CASP6 VEID inh	ERAP1 inh
1	NC(=O)c1c(NC(=O)Cc2ccccc2)sc2c1CCN(Cc1ccccc1)C2	0	0.0	-3	1
2	C[C@H]1CN([C@@H](C)CO)C(=O)Cc2cc(NC(=O)Nc3ccc(C(F)(F)F)cc3)ccc2O[C@H]1CN(C)Cc1ccc(-c2ccccc2)cc1	-1	1.4	-1	6
3	CCOc1cc(C=NNC(=O)c2cccc(S(=O)(=O)N3CCCC3)c2)ccc1O	5	3.4	3	0
4	CN(C)C(=O)CSc1nnc(-c2ccncc2)n1Cc1ccco1	7	-2.8	-3	0
5	CCOc1ccc(NC(=O)c2cc3c(=O)n(C)c4ccccc4c3n2C)cc1	1	0.5	-4	3
6	CCOC(=O)CNC(=O)CSc1nc(C(C)C)nc2c1cnn2-c1ccccc1	1	4.8	-4	11
7	Cc1[nH]c2ccccc2c1CN1CCN(c2ccccn2)CC1	5	0.4	0	·
8	O=C(CNS(=O)(=O)c1ccc(F)cc1)N1CCCCCC1	13	-0.9	-2	3
9	O=C(c1cccnc1)N1CCN(S(=O)(=O)c2cccc(Cl)c2)CC1	1	0.8	4	-3
10	COc1ccc(NC(=O)CSc2nccn2Cc2ccc(F)cc2)cc1	3	2.5	1	3
11	COCCn1c(N)c(N(Cc2ccccc2)C(=O)c2ccc(C#N)cc2)c(=O)[nH]c1=O	1	1.9	5	1
12	COc1cccc(C(=O)Nc2ccc3c(c2)C(=O)N(C)C[C@H](OC)[C@@H](C)CN(C)[C@H](C)CO3)c1	11	2.8	·	-1
13	COc1ccc(C2=CSC3=NCCN23)cc1OC	-2	-0.5	1	1
14	Cc1ccc(S(=O)(=O)N2CCN(C(=O)CSc3nnc(C)s3)C2)cc1	-1	3.6	-1	·
15	Cc1ccc(S(=O)(=O)c2nc(S(C)(=O)=O)sc2N2CCCCC2C)cc1 (stereo not given)	0	1.8	-1	-3

No.	SIRT5 inh	miR122 inh	DENV2 CPE
1	11	·	?
2	-1	-18[16.7 µM]	-21
3	4	-3	4
4	-2	·	-6
5	-2	7	1
6	8	-5	?
7	0	0	-1
8	-5	·	-10
9	-2	·	19
10	2	-2	1
11	-1	-3	1
12	-1	14[16.7 µM]	-1
13	-6	-4	4
14	·	-4	0
15	-3	13	?

The list goes on:
No.	compound	ERp5 inh	F508del corr	CASP6 VEID inh	ERAP1 inh
16	CNC[C@@H]1Oc2ccc(NS(=O)(=O)c3ccc(C)cc3)cc2CC(=O)N([C@H](C)CO)C[C@H]1C	-6	-2.8	-3	2
17	CC(=O)N1C[C@H]2CON(C)[C@H]2C[C@H]1c1cccc(N2CCOCC2)c1	2	-1.9	0	108*
18	c1ccc(CSc2ccc(-c3ccccn3)nn2)cc1	0	-1.5	0	-2
19	CCC(=O)N1CCC2(CC1)CN(C(=O)CN1CCOCC1)[C@H](CO)c1c2c2ccc(OC)cc2n1C	5	2.5	-2	-1
20	C[C@@H]1CN([C@H](C)CO)C(=O)c2cc(NC(=O)Cc3ccccc3)ccc2O[C@@H](C)CCCCO[C@@H]1CN(C)C(=O)c1ccccc1	-7	0.6	0	0
21	Cc1nc(-c2ccc(C(=O)Nc3cc(S(N)(=O)=O)ccc3C)cc2)cs1	2	3.6	0	-1
22	O=C(CSC(=S)N1CCCC1)NCCc1ccccc1	1	-0.9	-1	-2
23	OC(CC#CCN1CCCCC1)(c1ccccc1)c1ccccc1	1	-1.9	-2	0
24	CC(C)(C)CC(=O)NCCc1csc(-c2ccccc2)n1	0	-1.4	5	20
25	CCSc1nsc(NC(=O)Nc2cccc(OC)c2)n1	12	0.7	0	-2
26	c1coc(-c2nc(N=C3N=c4ccccc4=N3)[nH]c2-c2ccco2)c1	4	-0.3	1	2
27	CCCN1[C@@H]2c3ccc(/C=C/c4ccccc4)c(=O)n3C[C@H]1[C@H](CO)[C@H]2C(=O)NCc1ccccn1	-2	1.1	0	-213
28	Cc1ccc(S(=O)(=O)c2cnc(-c3ccccc3)nc2N2CCN(C)CC2)cc1	?	7.5	2	11
29	CCOC(=O)/C(=N\Nc1cccc(C(F)(F)F)c1)N1CCOCC1	-4	0.5	-1	3
30	Cc1cc(=O)[nH]c(SCC(=O)NCCC2=CCCCC2)n1	2	0.2	2	3

No.	SIRT5 inh	miR122 inh	DENV2 CPE
16	-2	2[16.7 µM]	42*
17	-5	-4	13
18	1	-2	-2
19	-1	·	0
20	1	5[16.7 µM]	-7
21	-6	5	-3
22	-1	·	-5
23	-8	-3	7
24	0	·	-3
25	-3	·	-17
26	·	·	4
27	-65	10[16.7 µM]	1
28	-1	·	-4
29	-1	·	5
30	-2	1	2

Carrying on.
No.	compound	ERp5 inh	F508del corr	CASP6 VEID inh	ERAP1 inh
31	Cc1ccc(N=Cc2ccccc2O)cc1Cl	-5	-0.2	-4	1
32	O=C1N[C@@H](c2ccccc2)COC(=O)[C@H](Cc2ccc(F)cc2)CC/C=C/C[C@H]1CC(=O)N(CCO)Cc1ccccc1	-2	1.9	4	·
33	NC(=O)CCC(=O)N1CCCC(C(=O)c2ccc(C(F)(F)F)cc2)C1 (stereo not given)	2	2.9	-2	-4
34	O=C1NC(c2ccccc2O)Nc2ccccc21 (stereo not given)	0	3.8	0	-3
35	O=C(CN1CCN(C(=O)C2COc3ccccc3O2)CC1)Nc1ccccc1 (stereo not given)	7	-1.1	2	·
36	O=C(O)CC(NC(=O)C1c2ccccc2Oc2ccccc21)c1ccc(OC2CCCC2)cc1 (stereo not given)	0	-2.6	5	3
37	CCOCCOC(=O)C1=C(C)NC(=O)NC1c1cc2c(cc1Br)OCO2 (stereo not given)	2	2.0	1	3
38	CCN1C(=O)/C(=C/N2CCc3ccccc3C2)SC1=S	-4	2.6	1	2
39	CCN(C(=O)c1ccc(Cl)c(S(=O)(=O)Nc2c(C)n(C)n(-c3ccccc3)c2=O)c1)c1ccccc1	5	-1.4	6	2
40	CN(C)C(=O)c1ccc(-c2ccc([C@H]3[C@@H](CO)N4C(=O)CN(C(=O)C5CCC5)C[C@@H]34)cc2)cc1	2	0.6	2	0
41	CCc1[nH]nc(C(=O)N2CCCC(Nc3cccc(F)c3)C2)c1C (stereo not given)	-1	-0.9	2	-5
42	COc1cccc(OC)c1OCCCCn1cnc2ccccc2c1=O	6	2.0	-3	1
43	CCc1cc(C(=O)N2CCN(S(=O)(=O)c3ccc(Cl)cc3)CC2)sc1C	7	-0.9	-1	0
44	COc1ccc(S(=O)(=O)N(C)C[C@@H]2Oc3ccc(NC(=O)CCCCCC(=O)Nc4ccccc4N)cc3C(=O)N([C@@H](C)CO)C[C@H]2C)cc1	0	1.3	-2	-1
45	CSc1nnc(CSc2cc(C)nc(N(C)C)n2)o1	5	1.9	0	1

No.	SIRT5 inh	miR122 inh	DENV2 CPE
31	·	-6	6
32	·	-3	-4
33	-2	8	1
34	-2	4	2
35	·	·	4
36	-2	·	4
37	2	0	4
38	-3	-10	1
39	-1	7	?
40	3	·	5
41	-6	-3	?
42	-2	·	-5
43	2	0	-3
44	·	·	15
45	1	-5	-7

(next part)
No.	compound	ERp5 inh	F508del corr	CASP6 VEID inh	ERAP1 inh
46	CCOc1cc(/C=N/NC(=O)CSc2nncn2C)ccc1OCc1ccccc1	-1	3.5	3	2
47	O=C1CN(S(=O)(=O)c2ccccc2)C[C@H]2[C@@H](c3ccc(C#CCc4ccccc4)cc3)[C@@H](CO)N12	2	-2.8	·	·
48	CCN(CC)S(=O)(=O)c1cc(NC(=O)c2cc([N+](=O)[O-])ccc2N2CCOCC2)ccc1C	6	-1.3	0	1
49	CC(C)[C@H](NC(=O)c1ccc(F)cc1)C(=O)NC1=NCCS1	3	-11	0	1
50	CCOC(=O)N(C)c1c(CC)nc2c(OCc3ccc(OC(F)F)cc3)cccn12	-8	-1.2	·	-5
51	COc1ccc(NC(=O)CCNC(=O)N2CC(=O)Nc3ccccc32)cc1OC	5	-0.1	-3	-4
52	CN(Cc1ccccc1)c1ncnc2sccc12	-4	2.0	-2	-5
53	Cc1cc(NC(=O)CSCC(=O)N(C)Cc2ccc(F)cc2)no1	-12	0.5	26	-5
54	CCC(=O)N1[C@@H]2c3cccc(=O)n3C[C@H]1[C@H](CO)[C@H]2C(=O)N1CCCCC1	4	0.4	1	7
55	O=C(CC1CC1)Nc1ccc2c(c1)[C@H]1C[C@@H](CC(=O)N3CCOCC3)O[C@H](CO)[C@H]1O2	·	-1.9	·	·
56	CCOC(=O)C1=CN(Cc2ccccc2)CCC1=O	-2	-0.7	-1	4
57	COc1ccc(CN(C)C[C@H]2Oc3ccc(NC(=O)Nc4ccc5c(c4)OCO5)cc3CC(=O)N([C@@H](C)CO)C[C@@H]2C)cc1	-4	0.3	1	-1
58	COc1ccc(C(=O)Nc2ccccc2C(=O)Nc2ccccc2)cc1	4	8.8*	1	-2
59	COC(=O)C[C@H]1CC[C@H]2[C@H](COc3ccc(NC(=O)c4cccc(F)c4)cc3C(=O)N2C)O1	5	1.4	-1	1
60	CN(C)C(=O)c1ccc(Nc2ncnc3sc4c(c23)CCCCC4)cc1	-2	-0.7	5	3

No.	SIRT5 inh	miR122 inh	DENV2 CPE
46	-2	-2	?
47	5	·	-7
48	0	·	5
49	0	·	10
50	7	6	2
51	2	3	6
52	-4	-5	-3
53	3	2	-12
54	3	-7[16.7 µM]	18
55	·	5[16.7 µM]	-3
56	-2	·	12
57	·	0[16.7 µM]	3
58	-5	-3	14
59	6	18[16.7 µM]	-4
60	3	·	-5

3 entries from above, arranged by the number in ERp5 inh, smallest number first.
No.	compound	ERp5 inh	F508del corr	CASP6 VEID inh	ERAP1 inh
56	CCOC(=O)C1=CN(Cc2ccccc2)CCC1=O	-2	-0.7	-1	4
41	CCc1[nH]nc(C(=O)N2CCCC(Nc3cccc(F)c3)C2)c1C (stereo not given)	-1	-0.9	2	-5
51	COc1ccc(NC(=O)CCNC(=O)N2CC(=O)Nc3ccccc32)cc1OC	5	-0.1	-3	-4

No.	SIRT5 inh	miR122 inh	DENV2 CPE
56	-2	·	12
41	-6	-3	?
51	2	3	6

Next part
No.	compound	ERp5 inh	F508del corr	CASP6 VEID inh	ERAP1 inh
61	CCOc1ccc(C(=O)Nc2cc(NC(=O)c3ccc(OCC)c(Cl)c3)cc(C(=O)O)c2)cc1Cl	5	1.6	32	7
62	Cc1cc(SCC(=O)N(CC(C)C)c2c(N)n(CC(C)C)c(=O)[nH]c2=O)nc2ccccc12	-2	-1.2	-6	-1
63	O=C(Cn1cccc1C(=O)c1ccccc1)NCCCc1ccccc1	-3	-2.6	1	-5
64	C[C@@H]1CN([C@H](C)CO)C(=O)c2c(c3ccccc3n2C)-c2ccccc2CO[C@@H]1CN(C)Cc1ccc(Cl)c(Cl)c1	-6	3.1	5	-2
65	CC(C)Oc1ccc(OCCn2c(S(=O)(=O)O)nc3c(N)ncnc32)cc1	5	0.2	0	-5

No.	SIRT5 inh	miR122 inh	DENV2 CPE
61	15*	-10	2
62	-2	-2	-6
63	-2	·	9
64	4	·	2
65	-6	·	-5

An excerpt of these results, with bars between the fields:
cpd | SMILES | ERp5 inh | F508del corr | CASP6 VEID inh | ERAP1 inh | SIRT5 inh | miR122 inh | DENV2 CPE
63 | O=C(Cn1cccc1C(=O)c1ccccc1)NCCCc1ccccc1 | -3 | -2.6 | 1 | -5 | -2 | · | 9
65 | CC(C)Oc1ccc(OCCn2c(S(=O)(=O)O)nc3c(N)ncnc32)cc1 | 5 | 0.2 | 0 | -5 | -6 | · | -5
61 | CCOc1ccc(C(=O)Nc2cc(NC(=O)c3ccc(OCC)c(Cl)c3)cc(C(=O)O)c2)cc1Cl | 5 | 1.6 | 32 | 7 | 15* | -10 | 2
